# From PubChem
# CSM14.1 death rescue = rescue of cells from ER stress-induced death, primary screen, 384-well, CSM14.1, thapsigargin, ATP luminescence (AID 1222); 190,000 tested, under 10 active; CSM14.1 thapsigargin-induced death rescue, ATP luminescence; higher % means a stronger effect; cellular ATP content (survival), % at 20 µM, or EC50 in µM where a hit was titrated;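 active means EC50 below 50 µM in the dose-response confirmation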;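 further: death triggered by thapsigargin at about 15 µM added after 2 h compound pretreatment; cell ATP read after overnight thapsigargin exposure of roughly 18 to 22 hours; normalized against plate controls of thapsigargin alone and 5% DMSO vehicle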
# M1AAP inhibition = malaria alanyl aminopeptidase activity blockers – biochemical, fluorogenic H-Leu-NHMec substrate, 1536-well (AID 1445); inhibition, % at 30 µM; hits with a dose series show IC50 in µM; recombinant M1AAP, H-Leu-NHMec fluorogenic kinetic assay; higher % means a stronger effect; actives 0.42% (n = 220,000);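 active means primary inhibition above the hit cutoff, then over 50% inhibition at one or more dose response concentrations, cut at about 23% in these data, passing the limit was not always enough; inconclusive means conflicting primary data, or primary hits not chosen for dose response; inactive means low primary inhibition, or under 50% at every dose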;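 further: plate controls were DMSO full reaction for no effect and no enzyme background for full effect; strong numbers were not always called active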
# M17LAP inhibition = P. falciparum M17LAP inhibitors, primary screen, biochemical, fluorogenic H-Leu-NHMec substrate, 1536-well (AID 1619); recombinant M17LAP, H-Leu-NHMec fluorogenic kinetic assay; higher % means a stronger effect; actives 0.38% (n = 220,000); inhibition, % at 30 µM, or IC50 in µM where a hit was titrated;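 active means compound inhibiting the enzyme by more than half at any dose during confirmatory dose-response retesting; inconclusive means strong single-dose inhibitors picked by rank but not retested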;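 further: plate controls were full reaction with DMSO carrier for no effect and no enzyme background for full effect; strong numbers were not always called active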
# SIAH1 antagonists = blockers of Siah-1 interaction with plectin peptide – biochemical, fluorescence polarization, rhodamine-plectin, uHTS, primary screen (AID 1817). Siah-1 / rhodamine-plectin peptide fluorescence polarization; higher % means a stronger effect. displacement, % at 20 µM, or IC50 in µM where a hit was titrated. actives 0.02% (n = 290,000);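 active means displacement of at least 50% at 20 µM, with a fluorescence ratio check between 0.3 and a set limit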;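 further: plate controls were Siah plus tracer with DMSO for no effect and tracer alone without Siah for full effect; strong numbers were not always called active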
# XIAP antagonists = small molecules displacing peptide from XIAP – biochemical, IAP family, fluorescence polarization (AID 1018). XIAP BIR domain, fluorescence polarization peptide displacement; higher % means a stronger effect. actives 0.007% (n = 200,000). displacement, % at 20 µM; hits with a dose series show IC50 in µM; in the data active means displacement above about 50%; further: a part of the inactive calls stands beside numbers as strong as those of hits
# Salmonella PhoP GFP = PhoP-dependent GFP reporter repression – Salmonella Typhimurium, primary screen (AID 1863) | actives 0.16% (n = 300,000) | S. Typhimurium PhoP-regulated promoter GFP reporter, 4 h; higher % means a stronger effect | inhibition, % at 50 µM, or IC50 in µM where a hit was titrated;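 active means inhibition over 29.93%, a cutoff 3 SD above the screen mean, later confirmed by dose response; inconclusive means inhibition over 29.93% but no dose response follow-up; inactive means inhibition at most 29.93% or unconfirmed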;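 further: 0% = low Mg2+ inducing control and 100% = high Mg2+ repressing control; strong numbers were not always called active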
# human PMI inhibitors = MPI inhibition at elevated mannose 6-phosphate – biochemical, fluorescence intensity, high mannose 6-phosphate, primary screen (AID 1220); recombinant PMI enzyme, coupled fluorescence intensity; higher % means a stronger effect; one-dose inhibition, % at 20 µM; IC50 in µM for titrated hits; actives 0.66% (n = 190,000); in the data active means inhibition above about 50%
# West Nile antiviral = West Nile virus antiviral activity, cell-based, CPE readout (AID 1621); actives 0.02% (n = 290,000); CPE inhibition, % at 10 µM; hits with a dose series show IC50 in µM; West Nile virus-infected cells, CPE inhibition; higher % means a stronger effect; in the data active means a potency from the dose series; inconclusive means CPE inhibition mostly from about 3.7% at the one dose, without a potency; inactive means the rest, 99 in 100 with CPE inhibition below about 2.2%; further: strong numbers were not always called active
# Yfh1-off respiration = enhancers of respiration in Yfh1-depleted yeast, dose response, Friedreich's ataxia, plus single-dose screen (AID 1465). S. cerevisiae Yfh1-off respiration, WST-1 reduction, 72 h; higher fold induction means a stronger effect. fold induction at 50 µM; hits with a dose series show EC50 in µM. actives 0.074% (n = 220,000);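 active means fold induction of absorbance versus untreated yeast above a set limit, then at least 30% activation at any dose in follow-up; inconclusive means repeats straddling the limit, or above it without dose testing; inactive means fold induction below the set limit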;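 further: activators that raise dye reduction in frataxin-depleted yeast; strong numbers were not always called active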
# * hit, by the source's call; i = inactive; ? = inconclusive; / = no result given.
SMILES,CSM14.1 death rescue,M1AAP inhibition,M17LAP inhibition,SIAH1 antagonists,XIAP antagonists,Salmonella PhoP GFP,human PMI inhibitors,West Nile antiviral,Yfh1-off respiration
CC(C)C(=O)Nc1ccc2oc(=O)ccc2c1,1.8%,/,/,9%,1.1%,/,0%,-0.9%,i
O=C(O)c1cccc(N/N=C/C2=C(Cl)c3cc(Cl)ccc3SC2)c1,2.1%,17%,12%,5%,-11%,-8%,-145%,-0.2%,i
CCc1cc2cccc(C)c2nc1SCC(=O)Nc1nonc1C,1.7%,4%,-4%,-3%,-9.5%,2%,4%,-1.1%,?
COc1cc(C(=O)Nc2cccc(C(C)=O)c2)cc(OC)c1OC,1.3%,-2%,5%,6%,-0.7%,-7%,4%,-0.5%,i
CCCCc1c(C)nn(-c2nnc3c4ccccc4n(CC)c3n2)c1C,-1.5%,7%,-2%,-4%,-4.2%,11%,1%,-0.7%,i
CCOc1ccc(NC(=O)CSc2nnc(N)s2)c([N+](=O)[O-])c1,0.3%,12%,2.5µM*,-2%,-14%,3%,4%,0.1%,i
O=C(O)CCC(=O)N(Cc1ccco1)c1nc(-c2ccccc2)cs1,-0.5%,-9%,14%,-3%,-2.5%,-16%,5%,0.6%,i
NNc1nnnc2c1sc1nc(N3CCOCC3)c3c(c12)CCCC3,/,2%,-3%,6%,/,-4%,/,0.3%,i
Cc1ccc2[nH]cc(CCNC(=O)/C=C/c3ccco3)c2c1,/,4%,2%,12%,/,-1%,/,-0.5%,i
C/C(=C/c1ccccc1)C(=O)N1CC(C)OC(C)C1 (stereo unspecified),-1.0%,-4%,-4%,-6%,0.9%,-8%,-2%,0.0%,i
O=C(COC(=O)c1ccc[nH]c1=O)NCCc1ccc(F)cc1,-0.6%,0%,34%,-3%,-3.1%,-8%,-8%,-0.3%,i
Cc1ccn2cc(-c3cccc(NS(C)(=O)=O)c3)nc2c1,-3.7%,1%,-4%,-6%,-21%,-5%,10%,-0.7%,i
Cc1ccc(S(=O)(=O)N2CCSC2c2ccco2)cc1 (stereo unspecified),-0.1%,3%,10%,-1%,-0.8%,12%,38%,0.0%,i
Cc1ccc(C)c(-n2cc(CN3CCCN(C=O)CC3)c(-c3ccccc3)n2)c1,4.3%,-4%,4%,4%,-1.5%,0%,19%,-0.7%,i
CCOc1ccc2c(c1)sc(N)[n+]2Cc1cc(C)cc2cccnc12,2.3%,-5%,10%,0%,-9.9%,19%,1%,-1.7%,i
Cc1ccccc1NC(=S)NCc1ccc(Cl)cc1,-0.5%,2%,-6%,0%,-4.9%,-10%,9%,-1.7%,i
O=C(N/N=C/c1ccc(OCC(=O)N2CCCCC2)cc1)c1ccccc1,-2.0%,5%,11%,-5%,1.0%,1%,-1%,0.7%,i
C=C(C)Cn1c(-c2ccncc2)n[nH]c1=S,/,3%,8%,-3%,-0.8%,-10%,-12%,0.6%,i
CC(=O)Nc1cccc(N=NN2CCCCC2)c1,-1.0%,8%,12%,12%,-2.8%,4%,-2%,-0.7%,i
O=C(N/C(=C\c1ccc([N+](=O)[O-])cc1)C(=O)N1CCCCC1)c1ccccc1,-0.5%,13%,10%,10%,2.9%,-10%,-2%,-0.9%,i
CC(C)C12CN3CC(C(C)C)(CN(C1)C3c1ccccc1)C2O (stereo unspecified),-2.5%,5%,-3%,0%,-18%,11%,8%,-0.4%,i
O=C(NCc1ccccc1)C1CCN(S(=O)(=O)c2cccc3cccnc23)CC1,/,42µM*,-6%,2%,-8.5%,-6%,12%,-0.5%,i
CCN1C(=O)C(CC(=O)Nc2ccc(OC)cc2)N(CCc2ccccc2)C1=S (stereo unspecified),/,3%,6%,-1%,-7.3%,-2%,-6%,-1.7%,i
O=c1c2ccccc2nc(COc2ccccc2)n1/N=C/c1ccc(O)c(O)c1,/,15%,-3%,3%,/,-11%,/,0.2%,i
COC(=O)c1ccc(OCC2c3cc(OC)c(OC)cc3CCN2C(C)=O)cc1 (stereo unspecified),2.7%,3%,-8%,-3%,-1.1%,2%,-1%,-0.3%,i
Cc1ccc(O)c(NC(=O)c2cc(-c3ccc(F)cc3)on2)c1,/,-1%,-2%,-5%,-16%,1%,0%,-0.2%,i
O=c1cc(CSc2ccccn2)nc(N2CCN(c3ccccc3)CC2)[nH]1,-2.7%,6%,-6%,-3%,-8.8%,4%,17%,0.1%,i
Cc1nn(C)cc1/C=C(/C#N)C(N)=O,-0.5%,1%,39%,2%,-5.6%,5%,-6%,0.2%,i
O=C(NCCCCCNC(=O)c1ccccn1)c1ccccn1,1.3%,2%,1%,-7%,-4.3%,4%,2%,0.1%,i
COCCCN(C(=S)Nc1ccc(C)cc1Cl)C(C)c1ccncc1 (stereo unspecified),-0.2%,4%,5%,-3%,-4.9%,-1%,-2%,-1.3%,i

# Five entries already listed, sorted by their value in human PMI inhibitors, ascending.
mol	human PMI inhibitors
O=C(N/C(=C\c1ccc([N+](=O)[O-])cc1)C(=O)N1CCCCC1)c1ccccc1	-2%
COC(=O)c1ccc(OCC2c3cc(OC)c(OC)cc3CCN2C(C)=O)cc1 (stereo unspecified)	-1%
CCOc1ccc2c(c1)sc(N)[n+]2Cc1cc(C)cc2cccnc12	1%
Cc1ccccc1NC(=S)NCc1ccc(Cl)cc1	9%
Cc1ccc(S(=O)(=O)N2CCSC2c2ccco2)cc1 (stereo unspecified)	38%

# Next part.
SMILES,CSM14.1 death rescue,M1AAP inhibition,M17LAP inhibition,SIAH1 antagonists,XIAP antagonists,Salmonella PhoP GFP,human PMI inhibitors,West Nile antiviral,Yfh1-off respiration
Nc1cc(=O)nc(SCC(=O)NC2CCCCC2)n1-c1ccccc1,-0.8%,5%,8%,0%,-6.6%,-8%,-12%,-0.1%,i
NSc1nc(N)c2nc(-c3ccccc3)c(-c3ccccc3)nc2n1,0.2%,6%,30%,0%,-5.9%,-8%,-38%,-0.4%,i
O=C(CSc1ccc(-c2cccnc2)nn1)N1CCCCCC1,-1.5%,5%,12%,4%,-5.6%,-1%,6%,-0.1%,i
CCOC(=O)CSc1nc2cc3c(cc2cc1CC)OCCO3,1.1%,1%,-11%,-3%,-0.9%,3%,28%,0.7%,i
CCOC(=O)COc1ccc(C(=O)Nc2cccc(Cl)c2C)cc1,0.1%,7%,7%,13%,-1.5%,2%,20%,-0.8%,i
COc1cc(/C=N\Nc2cc(=O)n(C)c(=O)n2C)ccc1O,-1.8%,4%,46%,-8%,-11%,8%,16%,-0.2%,i
Cc1cc(C(=O)OCC(=O)NC2CCS(=O)(=O)C2)c2ccccc2n1 (stereo unspecified),-1.2%,5%,0%,2%,1.7%,-10%,-1%,0.8%,i
CCCCNC(=O)CSc1nc2cc3c(cc2c(=O)n1CCC(=O)NCCc1ccc(OC)c(OC)c1)OCO3,-10%,5%,9%,0%,-3.7%,-10%,-11%,-0.9%,i
CC(C)(Oc1ccc(Cl)cc1)C(=O)NCc1ccncc1,-2.8%,3%,0%,0%,-2.1%,7%,13%,-0.5%,i
O=C(CCN1C(=O)c2ccccc2C1=O)C1=NN[C@@H]2C(=O)N(c3ccc4c(c3)OCCO4)C(=O)[C@H]12,/,-2%,-10%,-5%,/,-10%,/,-0.3%,i
Cc1ccc(N2C(=O)C3C=NNC3C2=O)cc1 (stereo unspecified),-1.8%,12%,12%,2%,-7.0%,-1%,-2%,-0.4%,i
CCOC(=O)c1c(CN(CC)CC)oc2ccc(OC)cc12,0.5%,1%,12%,14%,-1.1%,0%,-12%,-0.6%,i
Cc1ccc(/C=C/C(=O)Nc2nccs2)o1,-4.9%,10%,23%,2%,0.5%,-10%,-3%,-0.3%,i
O=C1C(Cl)=C(Nc2ccccc2O)C(=O)N1CCc1ccccc1,-2.6%,6%,20%,2%,-7.4%,-25%,8%,-0.4%,i
O=C(CCc1nnc(CCCCc2ccccc2)o1)N1CCCCC1CCO (stereo unspecified),/,-1%,-16%,9%,/,0%,/,-0.3%,i
O=C(NCc1ccco1)c1ccc(Br)s1,-0.9%,1%,-5%,0%,-24%,37%,8%,1.8%,i
CC(=O)Nc1ccc(NC(=O)CN(c2ccc(C(C)C)cc2)S(=O)(=O)c2ccccc2)cc1,-0.9%,6%,4%,0%,-3.7%,-3%,9%,-0.5%,i
OCc1nn2c(c1Br)NC(c1ccccc1)CC2C(F)(F)F (stereo unspecified),-2.8%,6%,-1%,1%,-2.4%,0%,11%,0.1%,i
CCn1cc(/C=C/C(=O)Nc2ccn(Cc3c(F)c(F)c(F)c(F)c3F)n2)cn1,-2.9%,-5%,8%,0%,-1.5%,29%,-2%,-1.6%,i
CC(C)(C)c1ccccc1NC(=O)c1ccco1,-0.5%,6%,9%,2%,-4.8%,9%,1%,0.4%,i
COc1ccc(Nc2nnc(SCc3cc(=O)n4ccsc4n3)s2)cc1,-0.7%,10%,30%,-2%,-4.9%,-15%,20%,1.5%,i
CCOC(=O)C1=C(C)NC(C)=C(C(=O)OCC)C1C(=O)OCC(=O)N(C)C,/,4%,7%,-1%,/,-6%,/,0.2%,i
O=C(Nc1nc2c(F)cc(F)cc2s1)C1CC(=O)N(Cc2ccco2)C1 (stereo unspecified),/,6%,-4%,-1%,/,-13%,/,-0.6%,i
COc1ccc(C(=O)N/C(=C\c2ccccc2)C(=O)NC(CCSC)C(=O)O)cc1 (stereo unspecified),-0.9%,0%,-10%,1%,-5.8%,0%,14%,0.0%,i
CCc1ccccc1Nc1nc(N)nc(CSc2nnc3ccccn23)n1,-2.1%,0%,0%,-3%,-5.6%,12%,-10%,-0.5%,i

# In the list so far, these have a COOH group.
SMILES,CSM14.1 death rescue,M1AAP inhibition,M17LAP inhibition,SIAH1 antagonists,XIAP antagonists,Salmonella PhoP GFP,human PMI inhibitors,West Nile antiviral,Yfh1-off respiration
O=C(O)c1cccc(N/N=C/C2=C(Cl)c3cc(Cl)ccc3SC2)c1,2.1%,17%,12%,5%,-11%,-8%,-145%,-0.2%,i
O=C(O)CCC(=O)N(Cc1ccco1)c1nc(-c2ccccc2)cs1,-0.5%,-9%,14%,-3%,-2.5%,-16%,5%,0.6%,i
COc1ccc(C(=O)N/C(=C\c2ccccc2)C(=O)NC(CCSC)C(=O)O)cc1 (stereo unspecified),-0.9%,0%,-10%,1%,-5.8%,0%,14%,0.0%,i
